Assay outcomes deposited in PubChem by The Scripps Research Institute Molecular Screening Center.
ASAP1 inh: blocks human ASAP1-stimulated Arf1 GTP hydrolysis; GDP FP detection; Q9ULH1; hit rate 0.19% among 360,000; inhibition, % at 16.5 µM; in the data active = inhibition above about 25%;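 also: 0% = vehicle with enzyme and substrate and 100% = no enzyme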
Target sequence (Q9ULH1 325-724 limits assumed): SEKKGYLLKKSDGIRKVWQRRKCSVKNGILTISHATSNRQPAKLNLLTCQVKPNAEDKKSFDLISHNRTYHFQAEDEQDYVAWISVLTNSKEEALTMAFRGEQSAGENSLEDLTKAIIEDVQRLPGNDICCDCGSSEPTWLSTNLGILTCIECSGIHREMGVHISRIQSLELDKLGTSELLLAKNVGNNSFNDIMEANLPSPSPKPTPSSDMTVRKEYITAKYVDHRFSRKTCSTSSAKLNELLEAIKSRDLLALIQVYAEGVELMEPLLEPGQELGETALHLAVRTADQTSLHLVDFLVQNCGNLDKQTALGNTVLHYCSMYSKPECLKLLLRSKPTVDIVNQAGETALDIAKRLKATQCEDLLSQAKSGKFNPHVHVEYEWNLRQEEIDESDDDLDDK
proKLK7 act: proKLK7 (human) activation, primary screen; activation, % at 7 µM; AID 652039; P49862; purified proKLK7, EDANS-DABCYL substrate fluorescence; 100% is mature enzyme control, 0% vehicle; hit rate 0.9% among 370,000;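 active = activation above the mean of all tested compounds plus 3 SD, computed per campaign excluding outliers beyond control limits, cut at about 13% in these data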
DDE Tn7 FP inh: DD(E)-Tn7 binding inhibition, primary FP screen; P02675; FP displacement of FITC-Tn7 peptide from fibrin DD(E); 0% = median of compound wells per plate; inhibition, % at 8.3 µM; hit rate 0.13% among 370,000;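 active = inhibition above the mean of compounds falling within the control limits plus 3 SD of them, cut at about 14% in these data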;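 also: 0% = plate median of compound wells and 100% = 10 µM Aha-Tn7 peptide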
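Also added: labelled Tn7 tracer, 0.1 µM; Assay system: human fibrin DD(E) protein; Amount: 2 µM fibrin DD(E); Schedule: 10 min compound pre-incubation, 3 h probe incubation at room temperature; Repeats: one replicate per compound; Read-out basis: percent inhibition; Measured by: fluorescence polarization of the labelled Tn7 tracer.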
ADAM10 inh: inhibits human ADAM10; hit rate 0.62% among 370,000; recombinant ADAM10, EDANS/DABCYL FRET peptide cleavage, 3 h; AID 720582; inhibition, % at 7 µM;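 active = inhibition above a per-campaign cutoff equal to the mean of compounds falling between control-based bounds plus 3 SD, cut at about 20% in these data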;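 also: 0% = DMSO wells while the 100% control is not disclosed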
Target sequence (O14672 214-748 limits assumed): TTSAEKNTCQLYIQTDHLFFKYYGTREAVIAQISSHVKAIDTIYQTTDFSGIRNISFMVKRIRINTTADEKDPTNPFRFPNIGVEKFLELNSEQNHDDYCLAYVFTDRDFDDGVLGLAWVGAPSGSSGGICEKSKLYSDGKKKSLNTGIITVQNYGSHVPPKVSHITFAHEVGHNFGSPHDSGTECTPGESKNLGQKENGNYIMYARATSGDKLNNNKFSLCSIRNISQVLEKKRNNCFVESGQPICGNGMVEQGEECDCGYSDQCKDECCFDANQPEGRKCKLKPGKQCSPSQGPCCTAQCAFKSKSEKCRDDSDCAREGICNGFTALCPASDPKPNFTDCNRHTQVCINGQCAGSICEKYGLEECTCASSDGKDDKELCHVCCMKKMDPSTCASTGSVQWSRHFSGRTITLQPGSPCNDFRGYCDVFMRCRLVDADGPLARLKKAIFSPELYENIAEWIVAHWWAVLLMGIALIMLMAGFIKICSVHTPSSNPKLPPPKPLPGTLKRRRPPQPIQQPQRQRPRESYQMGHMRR
PLC-gamma1 inh: inhibitors of human phospholipase C gamma1. P19174. purified PLC-gamma1, fluorogenic substrate, fluorescence. inhibition, % at 12.2 µM. hit rate 0.84% among 370,000. AID 720700; in the data active = inhibition above about 9.5%
TDP2 inh: blocks human TDP2 phosphodiesterase activity; recombinant TDP2, T5PNP hydrolysis, p-nitrophenol absorbance 415 nm; AID 720702; O95551; hit rate 0.34% among 370,000; inhibition, % at 12.8 µM;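 active = inhibition above the mean of all tested compounds plus 3 SD, set per campaign, cut at about 25% in these data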;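 also: 0% = DMSO with enzyme and 100% = buffer with substrate but no TDP2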
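Incubation: 2 h at 37 °C; Test system: recombinant human TDP2; Quantity: enzyme 120 nM; Read-out basis: percent inhibition; Medium: 50 mM Tris-HCl pH 7.5 with Mg2+, KCl, DTT, BSA; Repeats: single replicate; Compound: 12.8 µM single point, 1% DMSO; Signal: epi absorbance; Reagent: 5 mM T5PNP chromogenic substrate; Benchmarks: no-enzyme high, DMSO-plus-enzyme low.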
LEDGF integ inh: blocks HIV-1 LEDGF/p75-dependent DNA integration; TR-FRET IN-LEDGF/p75 DNA integration, Eu/Cy5; inhibition, % at 3.7 µM; hit rate 0.64% among 370,000; AID 743269;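 active = inhibition above the screen-wide mean plus 3 SD, cut at about 13% in these data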;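 also: signal is the Cy5 over europium emission ratio at 671 and 618 nm; 0% = plate median of compound wells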
ADAM17 inh: inhibits human ADAM17. hit rate 0.83% among 370,000. inhibition, % at 6.95 µM. recombinant ADAM17, EDANS/DABCYL FRET peptide cleavage. P78536;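 active = inhibition above the mean of compounds lying between control limits plus 3 SD, set per campaign, cut at about 8.5% in these data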;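 also: 0% = DMSO-only wells as the low control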
ARFGAP1 inh: rat ARFGAP1 inhibition; Q62848; Arfgap1-stimulated ARF1 GTP hydrolysis, GDP FP detection; inhibition, % at 16.5 µM; hit rate 0.26% among 360,000;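 active = inhibition above a per-plate limit, mean inhibition of low control wells plus 3 SD, cut at about 25% in these data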;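 also: 0% = DMSO wells with enzyme and 100% = wells lacking Arfgap1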
Target sequence (Q62848 1-136 limits assumed): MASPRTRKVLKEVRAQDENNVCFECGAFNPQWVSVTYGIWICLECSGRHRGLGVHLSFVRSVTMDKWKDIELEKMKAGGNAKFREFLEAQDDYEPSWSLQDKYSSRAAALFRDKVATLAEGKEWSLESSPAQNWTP
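Material: truncated rat Arfgap1 GAP domain; Incubation: compound-enzyme preincubation 20 min, reaction 120 min, detection 60 min, 25 °C; Read-out: percent inhibition of Arfgap1-stimulated GTP hydrolysis; Technique: FP, GDP Alexa 633 tracer displaced from anti-GDP antibody, 620/688 nm; Controls: No-Arfgap1 wells (100%) versus DMSO full-reaction wells (0%); Replication: single well per compound.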
DDE Tn6 FP inh: inhibitors of Tn6 peptide binding to human fibrin DD(E); Fibrin DD(E) TRITC-Tn6 fluorescence polarization displacement; inhibition, % at 8.3 µM; P02675; hit rate 0.21% among 370,000;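 active = inhibition above a per-campaign cutoff: mean of compounds within control limits plus 3 SD, cut at about 15% in these data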;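 also: 0% = median of all compound wells on the plate and 100% = blocking peptide control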
Numbers without * were called inactive; i = inactive. No enrichment for hits. Share with any hit: about 4.2%.

item | mol | ASAP1 inh | proKLK7 act | DDE Tn7 FP inh | ADAM10 inh | PLC-gamma1 inh | TDP2 inh | LEDGF integ inh | ADAM17 inh | ARFGAP1 inh | DDE Tn6 FP inh
1 | COC(=O)[C@H]1[C@H]2C[C@@H]3c4[nH]c5cc(OC)ccc5c4CCN3C[C@H]2C[C@@H](OC(=O)/C=C/c2cc(OC)c(OC)c(OC)c2)[C@@H]1OC | 6 | 0.2 | -6 | -109 | -198 | -7 | 3 | -29 | 12 | 0
2 | O=S1(=O)CC(N2CCCCC2)C(N2CCCCC2)C1 (stereo not drawn) | -5 | -0.3 | -2 | 4 | 1 | 8 | -1 | -5 | -4 | 0
3 | CC(=O)Oc1ccc(/C=C2/Oc3ccccc3C2=O)cc1 | 7 | 0.7 | -6 | -11 | -75 | -6 | 3 | -4 | 6 | 5
4 | O=C1CCCCC1C(Nc1ccc(Cl)cc1)c1ccccc1 (stereo not drawn) | -6 | -0.2 | 0 | 18 | 9 | -11 | -3 | 11* | -13 | 3
5 | Cc1nnc(NCCc2ccccc2)n(N)c1=O | 9 | 0.3 | 6 | -8 | 4 | 1 | -3 | 1 | 9 | -2
6 | O=C(COC(=O)c1cc(S(=O)(=O)N2CCOCC2)ccc1F)NCc1ccc2c(c1)OCO2 | 9 | 0.0 | 1 | -15 | 2 | 3 | -4 | -5 | 5 | 3
7 | CCOC(=O)N1CCC(N2CCCC(C(=O)c3cc(F)ccc3OC)C2)CC1 (stereo not drawn) | -3 | 1.8 | -4 | -33 | -11 | 8 | 5 | -12 | -9 | -5
8 | CCOc1ccccc1N/C(=C(/C(Cl)=C(Cl)Cl)[N+](=O)[O-])n1cncn1 | -5 | -0.3 | 4 | -2 | -12 | 11 | 0 | -4 | -2 | 2
9 | CNS(=O)(=O)c1cccc(C(=O)OCC(=O)NCc2ccccc2)c1 | -3 | -0.2 | 3 | -13 | -3 | 2 | 2 | -5 | 10 | 5
10 | O=C(CCNc1ccc(Cl)c(C(F)(F)F)c1)c1ccco1 | -8 | 0.4 | -6 | 9 | 3 | 3 | -2 | 4 | -1 | -4
11 | CCCOc1ccc(-c2nn(-c3ccccc3)cc2/C=C2\SC(=S)N(C3CCS(=O)(=O)C3)C2=O)cc1 (stereo not drawn) | 4 | 0.5 | -3 | -1 | -1 | 1 | 6 | 0 | 4 | -4
12 | COc1cc2c(cc1NC(=O)c1cccc(S(=O)(=O)N(C)C)c1)oc1ccccc12 | 14 | -0.7 | 3 | -1 | -13 | 4 | 1 | -6 | 16 | 1
13 | CCOc1ccccc1N1CCN(C(=O)c2cccs2)CC1 | -6 | 0.1 | -1 | -7 | -4 | 1 | 0 | -5 | -3 | 3
14 | COC(=O)c1[nH]c2ccc(C)cc2c1NC(=O)CN1CCN(c2ccccc2)CC1 | -5 | -0.9 | 2 | -67 | -33 | -7 | 2 | -16 | 11 | -4
15 | O=C(COC(=O)COc1ccccc1)Nc1ccc(Cl)cn1 | 4 | 0.1 | -1 | -5 | -5 | 5 | 2 | -1 | 0 | -4
16 | CC(=NNc1nc2ccccc2s1)c1ccncn1 | -9 | -0.6 | 11 | 2 | -27 | -13 | 2 | -1 | 3 | 3
17 | CCCN(CC(=O)Nc1ccccc1OC)C(=O)c1ccc(=O)[nH]c1 | -3 | -0.2 | 8 | 11 | 6 | -23 | -2 | -1 | 1 | -8
18 | COc1ccc(OC)c(NC(=O)CCc2nnc3ccc(NCc4ccco4)nn23)c1 | -7 | 0.5 | 2 | 3 | -2 | -11 | -6 | -4 | 7 | -2
19 | COc1ccc(NC(=O)C2(C)Cc3c(-c4ccc(NC(C)=O)cc4)ccnc3O2)cn1 (stereo not drawn) | -5 | -0.4 | 6 | -24 | 5 | -9 | -1 | -4 | 2 | -8
20 | CC(C)NC(=O)CSc1nc2ccccc2n1-c1ccccc1 | 6 | 0.2 | 8 | -1 | 0 | 7 | -3 | -7 | -4 | 0
21 | OCCC1CN(CCCc2ccccc2)CCN1Cc1ccc(F)cc1 (stereo not drawn) | -2 | -0.4 | 2 | 8 | 0 | -9 | 3 | 0 | -6 | -3
22 | COc1ccc(N2CCN(C(=O)CN(C)S(=O)(=O)c3ccc4c(c3)c(=O)n(C)c(=O)n4C)CC2)cc1 | 4 | 0.0 | 7 | -2 | -1 | -1 | 1 | -1 | 2 | 1
23 | O=C(NC1CCCCC1)c1cccnc1Sc1ccccc1 | -3 | -0.5 | 8 | -3 | 0 | -5 | 3 | 0 | 10 | 5
24 | c1ccc2c(c1)C(=NC1CCCCC1)NC2=NC1CCCCC1 | 8 | 0.7 | 0 | -32 | -12 | 1 | -2 | -13 | -14 | 5
25 | Cc1ccc(-c2csc(NC(=O)C[n+]3cc(-c4ccc(C)cc4)n4c3CCC4)n2)cc1 | -8 | 0.3 | -3 | 5 | 2 | -11 | -1 | -3 | -6 | 0
26 | CC(=O)N1CCOc2ccc(S(=O)(=O)NC[C@H]3O[C@@H](n4ccc(N)nc4=O)[C@H](O)[C@@H]3O)cc21 | -5 | -0.3 | 1 | -5 | 0 | -10 | 1 | -1 | 1 | -2
27 | O=C(CN1C(=O)NC(Cc2c[nH]c3ccccc23)C1=O)Nc1cccc(S(=O)(=O)N2CCOCC2)c1 (stereo not drawn) | 8 | 0.1 | -2 | 3 | 2 | 0 | -2 | -2 | -12 | 1
28 | Cc1cccc(NC(=O)c2cc(-c3ccco3)nc3ccccc23)n1 | -10 | -9.1 | -2 | i | -438 | 5 | 1 | -169 | -6 | 9
29 | Cc1ccccc1OCC(=O)Nc1ccc2c(c1)n(C)c(=O)n2C | 5 | -0.1 | 3 | -8 | 0 | 2 | -1 | -5 | -2 | -3
30 | COc1ccc(C(=O)Nc2ccc(S(=O)(=O)Nc3cnc4ccccc4n3)cc2)cc1 | 9 | -0.3 | 6 | 2 | -4 | -15 | 2 | -2 | 3 | 9
31 | CCOC(=O)c1ccc(-n2c(CCC(=O)O)ccc2-c2ccccc2)cc1 | -13 | 0.8 | 0 | -12 | -18 | 3 | -1 | -4 | -3 | 10
32 | CC(=O)N(C)c1ccc(NC(=O)Cc2cccc3ccccc23)cc1 | -19 | -0.7 | -6 | -1 | -1 | 4 | 2 | 0 | -8 | -3
33 | CC1CCCN(C(=O)CSc2nnc(-c3cccnc3)n2C2CCCCC2)C1 (stereo not drawn) | -6 | 1.0 | -4 | -6 | 1 | -5 | 2 | -4 | 0 | -8
34 | CS(=O)(=O)c1ccccc1C(=O)Nc1cccc2ncccc12 | -3 | 0.0 | -7 | 4 | -4 | -4 | 0 | 1 | 0 | 7
35 | C[C@@H](NC(=O)c1nc[nH]c1C(=O)NC1CCN(C(=O)OC(C)(C)C)CC1)c1ccccc1 | -1 | 0.2 | 5 | 12 | 3 | -10 | -1 | 4 | 10 | 8
36 | COc1ccc2[nH]cc(C(=O)CN3CCN(C4CCCCC4)CC3)c2c1 | -3 | -0.1 | 5 | 5 | -15 | 2 | -2 | -4 | -9 | 0
37 | CN(C)c1ccc(/C=N/NC(=O)c2ccnn2C)cc1 | -3 | 0.3 | -4 | -14 | -8 | -5 | -2 | -4 | 18 | -6
38 | COc1ccccc1CN1C[C@@H]2C[C@@H](c3[nH]c4ccc(C)cc4c3C)N3CCC[C@@]23C1=O | 0 | -0.5 | -6 | -15 | -30 | -11 | -7 | -10 | -1 | 5
39 | Cc1ccc(NC(=O)c2cc([N+](=O)[O-])ccc2NCc2cccnc2)cc1Cl | 13 | 0.5 | 3 | 6 | -1 | 11 | -4 | -1 | 13 | 7
40 | COc1ccc(C(CNC(=O)c2cc3ccccc3o2)N2CCCCC2)cc1 (stereo not drawn) | -4 | 0.4 | -6 | 6 | 2 | 7 | 2 | -1 | 10 | 5
41 | C=CSc1sc(Cl)c(N(CC)CC)c1[N+](=O)[O-] | 12 | -0.1 | 5 | 3 | 6 | 0 | -3 | -1 | 5 | 6
42 | CCN(CC)CCn1c(N)cc(=O)[nH]c1=O | 13 | -0.8 | -3 | 5 | -2 | -11 | 1 | -2 | 0 | 5
43 | O=C(O)C1Oc2cc3ccccc3cc2O1 | 18 | -0.1 | -1 | -9 | 1 | 3 | 0 | -6 | 8 | -3
44 | CCN(CC)CCCN(Cc1cc2cc3c(cc2[nH]c1=O)OCCO3)C(=O)Nc1ccccc1 | 2 | 1.8 | 0 | -240 | -17 | -1 | -1 | -83 | -3 | -1
45 | N#CCN1CCCC(C(N)=O)C1 (stereo not drawn) | -12 | -0.6 | -4 | 2 | 6 | -25 | 6 | 1 | 4 | 2
46 | COCOCCn1cc(CN2CCS(=O)(=O)N(Cc3ccc(-c4cccc(CO)c4)cc3)C(CC(C)C)C2=O)nn1 (stereo not drawn) | -4 | -0.1 | 0 | -9 | 0 | -9 | -2 | -1 | 17 | 11

Ordered by SMILES length (rising): part of the list above
item | mol | ASAP1 inh | proKLK7 act | DDE Tn7 FP inh | ADAM10 inh | PLC-gamma1 inh | TDP2 inh | LEDGF integ inh | ADAM17 inh | ARFGAP1 inh | DDE Tn6 FP inh
43 | O=C(O)C1Oc2cc3ccccc3cc2O1 | 18 | -0.1 | -1 | -9 | 1 | 3 | 0 | -6 | 8 | -3
42 | CCN(CC)CCn1c(N)cc(=O)[nH]c1=O | 13 | -0.8 | -3 | 5 | -2 | -11 | 1 | -2 | 0 | 5
37 | CN(C)c1ccc(/C=N/NC(=O)c2ccnn2C)cc1 | -3 | 0.3 | -4 | -14 | -8 | -5 | -2 | -4 | 18 | -6
41 | C=CSc1sc(Cl)c(N(CC)CC)c1[N+](=O)[O-] | 12 | -0.1 | 5 | 3 | 6 | 0 | -3 | -1 | 5 | 6
44 | CCN(CC)CCCN(Cc1cc2cc3c(cc2[nH]c1=O)OCCO3)C(=O)Nc1ccccc1 | 2 | 1.8 | 0 | -240 | -17 | -1 | -1 | -83 | -3 | -1
38 | COc1ccccc1CN1C[C@@H]2C[C@@H](c3[nH]c4ccc(C)cc4c3C)N3CCC[C@@]23C1=O | 0 | -0.5 | -6 | -15 | -30 | -11 | -7 | -10 | -1 | 5
46 | COCOCCn1cc(CN2CCS(=O)(=O)N(Cc3ccc(-c4cccc(CO)c4)cc3)C(CC(C)C)C2=O)nn1 (stereo not drawn) | -4 | -0.1 | 0 | -9 | 0 | -9 | -2 | -1 | 17 | 11
